Screening data as filed in PubChem BioAssay.
eIF4E 4G PPI: eIF4E–eIF4G protein interaction inhibitors, primary screen, biochemical, uHTS, TR-FRET, eIF4GI fragment | Eukaryotic translation initiation factor 4E (Mus musculus) + Eukaryotic translation … | TR-FRET eIF4E-eIF4GI(517-606) binding, 2 h | inhibition, % at 21.7 µM | 220,000 tested, 0.37% active | AID 782, 2007;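 active = inhibition above about 30%, limit read from the data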;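 also: 0% = full FRET control wells and 100% = background wells lacking eIF4GI fragment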
Calpain2 inh: inhibitors of pig calpain II, primary screen, biochemical, fluorogenic peptide substrate, 1536-well | purified calpain II, 30 min | inhibition, % at 16 µM | 220,000 tested, 0.37% active;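 active = inhibition above about 50%, limit read from the data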
Hck Nef HTS: inhibitors of Nef-activated human Hck kinase, primary screen, biochemical, Z-Lyte FRET, 384-well, Hck-YEEI; Tyrosine-protein kinase HCK (Homo sapiens), P08631; Recombinant Hck-YEEI plus Nef, Z-Lyte FRET kinase assay; inhibition, % at 20 µM; 220,000 tested, 0.68% active; AID 463187, 2010;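 active = Hck-Nef kinase inhibition above about 50%, limit read from the data; inactive = inhibition below that limit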;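 also: 0% = DMSO with Hck plus Nef and 100% = Hck alone without Nef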
14-3-3 Bad inh: inhibitors of 14-3-3 zeta/Bad binding, primary screen, biochemical, TR-FRET, bovine 14-3-3 zeta; 14-3-3 protein zeta/delta (Bos taurus), P63103; TR-FRET 14-3-3zeta/Dy647-pBad peptide displacement, 1 h; inhibition, % at 21.7 µM; 220,000 tested, 0.71% active; AID 781, 2007;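 active = inhibition above about 70%, limit read from the data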;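 also: 0% = full 14-3-3 plus peptide FRET controls and 100% = background without 14-3-3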
Target sequence (P63103 whole entry, looked up): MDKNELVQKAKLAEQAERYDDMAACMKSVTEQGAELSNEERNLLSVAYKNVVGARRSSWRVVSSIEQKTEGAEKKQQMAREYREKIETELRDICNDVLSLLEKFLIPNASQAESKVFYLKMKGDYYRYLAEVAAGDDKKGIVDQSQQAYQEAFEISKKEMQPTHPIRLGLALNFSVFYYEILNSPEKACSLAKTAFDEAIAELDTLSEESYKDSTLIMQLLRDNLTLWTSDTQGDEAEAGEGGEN
Rad51 HR inh: human RAD51 strand exchange inhibitors, primary screen, biochemical, fluorescence; hRad51 DNA strand exchange, fluorescence dequenching; inhibition, % at 10 µM; 200,000 tested, 0.085% active;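 active = inhibition above 40% at the single screening dose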;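 also: 0% = DMSO control wells and 100% = blanks with heterologous ssDNA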
Target sequence (Q06609 whole entry, looked up): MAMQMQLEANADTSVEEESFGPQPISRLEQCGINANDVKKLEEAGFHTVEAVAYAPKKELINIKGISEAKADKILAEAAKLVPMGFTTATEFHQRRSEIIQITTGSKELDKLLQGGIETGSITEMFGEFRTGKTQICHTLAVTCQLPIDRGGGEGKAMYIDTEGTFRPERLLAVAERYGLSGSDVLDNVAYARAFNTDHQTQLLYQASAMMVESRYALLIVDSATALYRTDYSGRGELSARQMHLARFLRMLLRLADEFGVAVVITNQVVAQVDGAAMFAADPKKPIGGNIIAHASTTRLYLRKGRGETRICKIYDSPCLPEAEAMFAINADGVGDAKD
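Read-out basis: percent inhibition relative to plate controls and blanks / Assay system: human Rad51 nucleoprotein filaments preassembled on unlabelled ssDNA / Timing: filaments 15 min 37 °C, then compound 30 min / Control set: per-plate controls and blanks / Technique: fluorescence dequenching at 485/520 nm / Compound: 10 µM final, single point / Also added: Fluorescein- and BHQ1-tagged 47-mer duplex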
TbHK1 inh: Trypanosoma brucei hexokinase 1 inhibitors, primary screen, biochemical, G6PDH-coupled NADH absorbance, MLSCN library. AID 1430, 2008. inhibition, % at 10 µM. 220,000 tested, 0.11% active. hexokinase 1 [Trypanosoma brucei]. recombinant TbHK1, G6PDH-coupled NADH A340;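 active = inhibition of 50% or more in the single-dose primary screen; inactive = inhibition below 50%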
zVAD death inh: inhibitors of zVAD-triggered necroptosis, primary screen, L929 cells; L929 zVAD necroptosis rescue, ATP luminescence, 24 h; with zVAD 60 µM; viability rescue, % at 10 µM; 220,000 tested, 0.38% active;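 active = activation, scaled between plate controls, above about 75%, limit read from the data; inactive = activation under that limit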;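 also: 0% = zVAD with DMSO and 100% = DMSO alone without zVAD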
PGE2 EP2 inh: human EP2 receptor antagonists, primary screen, TR-FRET cAMP, C6 glioma cells; AID 1422, 2008; 260,000 tested, 0.52% active; inhibition, % at 25 µM; Prostaglandin E2 receptor EP2 subtype (Homo sapiens), P43116; C6 glioma cells expressing human EP2; cells stimulated with saturating PGE2;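 active = percent inhibition above 40 after rounding to a whole number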;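 also: rat C6 glioma host cells with rolipram phosphodiesterase inhibitor present; the protocol text gives 20 µM as final concentration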
Target sequence (P43116 whole entry, looked up): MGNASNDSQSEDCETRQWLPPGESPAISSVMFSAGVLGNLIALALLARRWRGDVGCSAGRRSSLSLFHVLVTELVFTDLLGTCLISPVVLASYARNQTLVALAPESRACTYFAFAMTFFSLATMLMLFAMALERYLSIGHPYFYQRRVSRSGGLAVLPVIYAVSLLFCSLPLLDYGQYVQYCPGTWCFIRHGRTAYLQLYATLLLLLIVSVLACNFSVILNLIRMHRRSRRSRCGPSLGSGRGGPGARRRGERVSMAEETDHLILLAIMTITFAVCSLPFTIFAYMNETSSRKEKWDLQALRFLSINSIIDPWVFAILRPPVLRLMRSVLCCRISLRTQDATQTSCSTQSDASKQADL
EP2 mod: EP2 receptor modulators, cAMP readout, primary screen, cell-based, HTRF cAMP, PGE2 stimulation | Prostaglandin E2 receptor EP2 subtype (Homo sapiens), P43116 | EP2-expressing cells, cAMP HTRF FRET, PGE2 co-stimulation | induction, % at 25 µM | 260,000 tested, 0.83% active;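 active = compounds whose cAMP rise, as percent of the full-agonist control response, exceeds 60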;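 also: rat C6 glioma line stably carrying human EP2 under a CMV promoter; the protocol text gives 20 µM as final concentration; 100% = response of wells given 1 µM PGE2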
Numbers without * were called inactive; i = inactive; nt = not tested or not shown; & = joins results of further samples; [ ] = remark or other dose. These rows are one share of the data; rates above refer to the full screens.

SMILES	eIF4E 4G PPI	Calpain2 inh	Hck Nef HTS	14-3-3 Bad inh	Rad51 HR inh	TbHK1 inh	zVAD death inh	PGE2 EP2 inh	EP2 mod
O=C(CC1Nc2ccccc2NC1=O)NCCCN1CCCCCC1 (stereo not given)	3	-26	7	-4[fluorescence artefact?]	nt	-3	1.5	nt	41
O=C(O)c1ccccc1NCc1ccco1	3	-77	6	2	-19	-5	0.4	10	16
COc1ccc(CN2CCN(C(=O)c3ccco3)CC2)cc1OCc1ccccc1	-4	2	1	84*	14	7	-0.4	11	9
O=c1[nH]c(CN2CCCCC2)nc2c1C1(CCCCC1)Cc1ccccc1-2	-4	-39	-1	-3[fluorescence artefact?]	8	-1	0.0	4	52
Clc1ccc(Nc2ccc(-n3ccnc3)nn2)cc1Cl	-4	22	-2	21[fluorescence artefact?]	-5	-2	0.8	25	-28
C/C(=C/Cc1c(O)cc2oc(C)cc(=O)c2c1O)COC1OC(CO)C(O)C(O)C1O (stereo not given)	-4	-11	1	3[fluorescence artefact?]	2	-37	6.6	14	10
O=C(NC(=S)Nc1nc(-c2ccc(Cl)cc2)cs1)c1cccs1	2	-25	25	13	11	2	3.0	6	26
O=C(COC(=O)/C=C/c1ccc(Br)o1)Nc1ccccc1F	11	-37	19	-1	-9	2	2.4	28	-29
Cc1cccc(C)c1Nc1nnc(SCc2cn3cccc(C)c3n2)s1	3[fluorescence artefact?]	-12	4	5[fluorescence artefact?]	-5	-3	0.4	4	-5
COCCNC(=O)c1onc(CSc2ccc(Cl)cc2)c1C(=O)O	-3[fluorescence artefact?]	-29	0	10[fluorescence artefact?]	-2	-7	0.3	10	15
CN1c2ccccc2N(C)C1c1c(O)ccc2ccccc12	-6	-3	10	2	2	-12	0.5	5	16
COCCn1c(SCC(=O)Nc2ccc(NC(=O)c3ccco3)c(OC)c2)nc2ccccc2c1=O	-17	i	6	6	-2	-34	-0.3	1	32
CCCC1(C(=O)OC)NC(c2cccc(F)c2)C2C(=O)N(CC)C(=O)C21 (stereo not given)	-5	-1	-3	-2	2	-5	-0.6	3	24
NC(N)=Nc1nc(C2COc3ccccc3O2)cs1 (stereo not given)	1	-17	1	-4[fluorescence artefact?]	2	-1	0.9	9	-7
COc1ccccc1NC(=O)/C=C/c1cc([N+](=O)[O-])ccc1OC(F)F	1	2	23	-3	10	-5	-0.5	7	10
CCOc1cc(C)nc(NCc2ccccc2)n1	-6[fluorescence artefact?]	-21	-2	-15[fluorescence artefact?]	10	-3	2.2	3	63*
COc1ccc(CNC(=O)COC(=O)CCCOc2ccc(Cl)cc2Cl)cc1OC	-4	2	8	6	-1	9	0.1	5	-14
Cc1nc2ccc(S(=O)(=O)NC(C(=O)NCc3ccc4c(c3)OCO4)C(C)C)cc2s1 (stereo not given)	3[fluorescence artefact?]	4	-1	2	-3	5	-0.3	12	19
O=C(Nc1cccc2ccccc12)c1ccc(Br)o1	47*	-27	-1	-6	nt	2	0.0	nt	-8
CCOc1ccc(OCC)c(NC(=O)C2CCN(S(=O)(=O)c3c(C)[nH]c(=O)[nH]c3=O)CC2)c1	3	-9	25	-11	-4	-2	5.1	4	33
Cc1[nH]c(=O)[nH]c(=O)c1/C=N/NC(=O)[C@@H](N)CC(C)C	-7	11	0	-5	-11	-9	0.7	7	-19
CCCCOc1ccc(C(=O)CCN2CCOCC2)cc1	0	32	21	3	-4	1	-1.0	4	-25
COC(=O)NNC(=O)C1CCC(C(=O)NNC(=O)OC)CC1 (stereo not given)	0[fluorescence artefact?]	-18	0	-4[fluorescence artefact?]	9	-2	0.6	1	-3
Cc1cc(NC(=O)COC(=O)c2ccccc2[N+](=O)[O-])no1	2	8	0	-4	-2	2	0.4	12	-32
COc1ccc(CNC(=O)CN(C(=O)c2ccc(CN3CCOCC3)o2)C2CCCC2)cc1	3	7	1	-2[fluorescence artefact?]	10	-6	0.1	3	15
CC1=C(C(=O)OCC2CCCO2)C(c2coc3ccc(C)cc3c2=O)C2=C(CCCC2=O)N1 (stereo not given)	-2	0	18	-5	7	-9	0.7	4	13
O=C(O)CCCc1nc2ccccc2s1	2	-36	7	7	16	7	-0.1	8	-1
COc1ccc(NC(=O)CCN2C(=O)/C(=C/c3ccc4c(c3)OCO4)SC2=S)cc1	-8	-2	30	4	-6	-25	0.1	9	-14
Cc1ccc(Cn2c(=O)c3ccccc3n3c(CCC(=O)O)nnc23)cc1	nt	nt	21	nt	-1	8	0.5	3	nt
CCN(CC)c1ccc2cc(-c3nc4ccccc4n3C)c(=O)oc2c1	9	i	9	-7[fluorescence artefact?]	3	-4	-0.7	5	-41
O=[N+]([O-])c1cc(CN(CCO)CCO)ccc1O	1	-18	5	-7	14	-10	-0.4	9	-4
CC(=O)N1CCc2cc(S(=O)(=O)NC(C(=O)Nc3nc(C)cs3)C(C)C)ccc21 (stereo not given)	1	1	-2	-5	2	0	0.2	13	1
O=C(CCSc1nc(-c2ccco2)cc(C(F)(F)F)n1)NCCc1ccccc1	-10	-7	1	1	0	-12	0.3	16&14	-12&-70
COC(=O)c1ccc(CSC(=N)N)o1	-4	-3	29	-2	2	0	74	10	8
O=C(COc1ccccc1Cl)N1CCN(c2ccc([N+](=O)[O-])c(N3CCCCC3)c2)CC1	-10	-19	-2	8	-5	-5	0.0	11	-15
O=C(Oc1ccc(N(C(=O)c2ccncc2)S(=O)(=O)c2ccc(F)cc2)cc1)c1ccncc1	-2	-27	7	-8	nt	-2	1.7	10	12
CCN(/N=C/c1ccccc1)c1cc(=O)n(C)c(=O)[nH]1	1	7	5	-16	7	-43	1.3	4	-3
Cc1ccc(S(=O)(=O)N2CCN(C(=O)c3cc(=O)c4ccccc4o3)CC2)cc1	-1	-13	-1	-5	4	-6	0.9	0	-13
Cc1cc(N(C(=O)c2ccco2)C(C(=O)NC2CCCCC2)c2ccccc2)ccc1-n1cnnn1 (stereo not given)	-3	-20	1	0	7	-1	-0.2	7&8	10&-22
CCOC(=O)c1cc(C)nc(S(C)(=O)=O)c1C#N	-2	-19	0	-4	16	-11	-1.0	8	7
COc1ccc(CCn2c(N)cc(=O)[nH]c2=O)cc1OC	0	-18	2	-1	-6	-9	1.9	12	6
COC(C(=O)NC1CC1)c1ccccc1 (stereo not given)	-11[fluorescence artefact?]	-13	2	-2	nt	-11	1.0	17	22
c1ccc(-c2[nH]ncc2CN2CCc3ccccc3C2)cc1	1	8	15	1	2	7	0.9	10	-14
CCc1ccccc1NC(=O)CSc1nnc([C@H](CCSC)NC(=O)OC(C)(C)C)o1	-2[fluorescence artefact?]	-3	-19	-14	-2	-2	-0.5	15	15
CCCn1cnc2c(sc3nc4c(cc32)CSC(C)(C)C4)c1=O	1[fluorescence artefact?]	9	1	0	0	-9	-0.1	9	7
Cc1ccsc1/C=N/NC(=O)c1cccs1	-1[fluorescence artefact?]	12	1	1	-5	-35	1.9	14	1
O=C(O)CC(c1ccccc1)n1cnnn1 (stereo not given)	1	-2	7	32	2	2	2.4	8	23
Cc1cccc(Nc2sc(C(=O)c3cc4cc(Cl)ccc4o3)c(N)c2C#N)c1	4	3	56*	67	4	2	0.3	6	18
O=C(CSc1nnc2c(n1)[nH]c1ccccc12)NCc1ccco1	4	-12	31	-5	-6	-17	1.4	2	-20
N#C/C(=C\c1cccs1)Sc1nc2ccccc2s1	-5	5	2	10	-6	-18	-1.6	9	-5

(next part)
SMILES	eIF4E 4G PPI	Calpain2 inh	Hck Nef HTS	14-3-3 Bad inh	Rad51 HR inh	TbHK1 inh	zVAD death inh	PGE2 EP2 inh	EP2 mod
CCOC(=O)c1ccc(NC(=O)Cn2ccc([N+](=O)[O-])n2)cc1	-1	-14	-1	5	3	3	0.6	5	-20
Cc1ccc(N2CCN(C(=O)c3cc(C(=O)c4ccccc4C)c[nH]3)CC2)c(C)c1	-2	4	-3	9	43*	-3	4.9	9	27
O=C(CSc1nccc(=O)[nH]1)Nc1ccc2c(c1)OCCO2	1	18	-6	0	nt	-2	-0.8	9	-2
CC1CC(C)CN(S(=O)(=O)c2ccc(C(=O)N3CCN(c4ccccc4)CC3)cc2)C1 (stereo not given)	-2	7	0	-14	-11	-6	1.7	11	12
Cn1c(SCC(=O)NC(=O)c2cccc([N+](=O)[O-])c2)nnc1-c1ccc(F)cc1	-1	8	0	11	-6	33	0.8	6	31

Of the compounds above, these have a halogen:
SMILES	eIF4E 4G PPI	Calpain2 inh	Hck Nef HTS	14-3-3 Bad inh	Rad51 HR inh	TbHK1 inh	zVAD death inh	PGE2 EP2 inh	EP2 mod
Clc1ccc(Nc2ccc(-n3ccnc3)nn2)cc1Cl	-4	22	-2	21[fluorescence artefact?]	-5	-2	0.8	25	-28
O=C(NC(=S)Nc1nc(-c2ccc(Cl)cc2)cs1)c1cccs1	2	-25	25	13	11	2	3.0	6	26
O=C(COC(=O)/C=C/c1ccc(Br)o1)Nc1ccccc1F	11	-37	19	-1	-9	2	2.4	28	-29
COCCNC(=O)c1onc(CSc2ccc(Cl)cc2)c1C(=O)O	-3[fluorescence artefact?]	-29	0	10[fluorescence artefact?]	-2	-7	0.3	10	15
CCCC1(C(=O)OC)NC(c2cccc(F)c2)C2C(=O)N(CC)C(=O)C21 (stereo not given)	-5	-1	-3	-2	2	-5	-0.6	3	24
COc1ccccc1NC(=O)/C=C/c1cc([N+](=O)[O-])ccc1OC(F)F	1	2	23	-3	10	-5	-0.5	7	10
COc1ccc(CNC(=O)COC(=O)CCCOc2ccc(Cl)cc2Cl)cc1OC	-4	2	8	6	-1	9	0.1	5	-14
O=C(Nc1cccc2ccccc12)c1ccc(Br)o1	47*	-27	-1	-6	nt	2	0.0	nt	-8
O=C(CCSc1nc(-c2ccco2)cc(C(F)(F)F)n1)NCCc1ccccc1	-10	-7	1	1	0	-12	0.3	16&14	-12&-70
O=C(COc1ccccc1Cl)N1CCN(c2ccc([N+](=O)[O-])c(N3CCCCC3)c2)CC1	-10	-19	-2	8	-5	-5	0.0	11	-15
O=C(Oc1ccc(N(C(=O)c2ccncc2)S(=O)(=O)c2ccc(F)cc2)cc1)c1ccncc1	-2	-27	7	-8	nt	-2	1.7	10	12
Cc1cccc(Nc2sc(C(=O)c3cc4cc(Cl)ccc4o3)c(N)c2C#N)c1	4	3	56*	67	4	2	0.3	6	18
Cn1c(SCC(=O)NC(=O)c2cccc([N+](=O)[O-])c2)nnc1-c1ccc(F)cc1	-1	8	0	11	-6	33	0.8	6	31
